NPY-Y1 PAM-ag: potentiates or activates human NPY-Y1 receptor | NPY-Y1 expressing cells, potentiator/agonist activation | activation, % at 3.6 µM | 220,000 tested, 0.37% active; in the data active = activation above about 33%, passing the limit was not always enough;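 note: cells stimulated with NPY at EC10 then isoproterenol at EC100; 0% = low agonist plus stimulus and 100% = saturating agonist plus stimulus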
NPY Y1 blocker: NPY-Y1 (human) receptor antagonism | P25929 | HEK293-CNG Y1 cells, membrane potential fluorescence; NPY at EC95, then isoproterenol | inhibition, % at 3.6 µM | 200,000 tested, 1% active;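 active = inhibition above the campaign mean inhibition of all tested compounds plus 3 SD, cut at about 20% in these data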;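 note: 0% = DMSO wells given NPY plus isoproterenol and 100% = isoproterenol alone without NPY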
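material = HEK293 cells with Y1 receptor plus CNG channel | also added = NPY 25 nM then isoproterenol 1 µM plus Ro 20-1724 25 µM | schedule = dye 3 h, compound 60 min room temperature, stimulation 45 min | measured by = membrane potential fluorescence | benchmarks = high control isoproterenol alone, low control NPY with isoproterenol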
EP2 modulator: modulators of human EP2 prostaglandin E2 receptor; 260,000 tested, 0.83% active; EP2-expressing cells, cAMP HTRF FRET, PGE2 co-stimulation; AID 940; induction, % at 25 µM; P43116;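 active = compounds whose cAMP rise, as percent of the full-agonist control response, exceeds 60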;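 note: rat C6 glioma line stably carrying human EP2 under a CMV promoter; the protocol text gives 20 µM as final concentration; 100% = response of wells given 1 µM PGE2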
Target sequence (P43116 whole entry, looked up): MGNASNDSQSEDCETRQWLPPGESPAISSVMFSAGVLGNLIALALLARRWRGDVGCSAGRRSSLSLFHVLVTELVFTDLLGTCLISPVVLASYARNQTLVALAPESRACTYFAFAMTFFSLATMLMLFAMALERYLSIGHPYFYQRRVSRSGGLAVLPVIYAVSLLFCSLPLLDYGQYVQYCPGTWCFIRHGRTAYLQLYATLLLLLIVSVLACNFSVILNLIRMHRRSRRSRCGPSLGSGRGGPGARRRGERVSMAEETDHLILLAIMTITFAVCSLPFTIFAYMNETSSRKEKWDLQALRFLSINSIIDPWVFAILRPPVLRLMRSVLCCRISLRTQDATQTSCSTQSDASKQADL
S1P4 agonist: activates the human S1P4 receptor; activation, % at 4.98 µM; 220,000 tested, 0.35% active; AID 1509; S1P4-expressing cell line, agonist reporter assay; in the data active = activation above about 11%;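 note: 0% = DMSO vehicle and 100% = reference agonist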
S1P4 antagonist: human S1P4 receptor antagonism; O95977; S1P4-expressing cells, antagonist mode, reporter read-out; inhibition, % at 4.98 µM; 220,000 tested, 0.26% active; in the data active = inhibition above about 29%;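 note: 0% = wells stimulated with agonist and 100% = vehicle wells without agonist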
eIF4E-4G inh: inhibitors of eIF4E and eIF4G interaction in translation initiation | P63073+Q04637 | TR-FRET eIF4E-eIF4GI(517-606) binding, 2 h | inhibition, % at 21.7 µM | 220,000 tested, 0.37% active | AID 782;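 active = inhibition above about 30%, limit read from the data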;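 note: 0% = full FRET control wells and 100% = background wells lacking eIF4GI fragment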
NPY2 pot ag: human NPY-Y2 potentiation or agonism, primary screen; 220,000 tested, 0.45% active; P49146; cells expressing NPY-Y2, potentiator/agonist read-out; AID 1359; activation, % at 3.6 µM; in the data active = activation above about 27%;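 note: cells stimulated with NPY near EC25 plus isoproterenol at EC100; 0% = vehicle plus submaximal agonist and 100% = vehicle plus saturating agonist; some results beyond the cut were filed as inactive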
Target sequence (P49146 whole entry, looked up): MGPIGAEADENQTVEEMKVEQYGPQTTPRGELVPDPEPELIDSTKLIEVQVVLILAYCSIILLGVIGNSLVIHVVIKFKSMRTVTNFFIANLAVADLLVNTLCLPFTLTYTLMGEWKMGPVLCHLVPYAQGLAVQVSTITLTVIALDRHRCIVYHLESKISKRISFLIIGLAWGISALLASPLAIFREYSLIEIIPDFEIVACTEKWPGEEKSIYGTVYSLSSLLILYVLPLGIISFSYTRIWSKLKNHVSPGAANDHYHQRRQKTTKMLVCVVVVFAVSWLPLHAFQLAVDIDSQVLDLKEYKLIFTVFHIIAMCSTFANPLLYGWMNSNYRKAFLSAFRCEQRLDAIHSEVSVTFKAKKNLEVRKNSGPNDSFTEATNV
EP2 antag: inhibitors of human EP2 prostaglandin E2 receptor; P43116; C6 glioma cells expressing human EP2, cAMP TR-FRET; cells stimulated with saturating PGE2; inhibition, % at 25 µM; 260,000 tested, 0.52% active;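 active = percent inhibition above 40 after rounding to a whole number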;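 note: rat C6 glioma host cells with rolipram phosphodiesterase inhibitor present; the protocol text gives 20 µM as final concentration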
p97 inhibitor: inhibitors of human p97 ATPase | recombinant p97 ATPase, Kinase-Glo ATP luminescence, 3 h | P55072 | AID 1481 | inhibition, % at 8 µM | 220,000 tested, 0.42% active; in the data active = inhibition above about 15%;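 note: 0% = DMSO vehicle and 100% = wells lacking enzyme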
Starred values were filed as active, the others as inactive; . = no result given; & = joins results of further samples; [ ] = another dose, or the depositor's remark.

SMILES	NPY-Y1 PAM-ag	NPY Y1 blocker	EP2 modulator	S1P4 agonist	S1P4 antagonist	eIF4E-4G inh	NPY2 pot ag	EP2 antag	p97 inhibitor
COc1ccc(C2CN=NC23CCc2ccccc2C3=O)cc1 (configuration not stated)	0	.	-9	2.0	-12	2	-3	11	3
Cn1c(NC(=O)c2ccccc2C(F)(F)F)cc(=O)n(C)c1=O	0	5	19	0.2	-36	1	2	9	-1
COc1ccc(N(C)S(=O)(=O)c2cccc(C(=O)Nc3nnc(C4CC4)s3)c2)cc1	38*	-3	-48	-0.1	1	-4	6	8	2
COc1ccc(/C=C/C(=O)Oc2cccc(/C=N/NC(=O)c3cccc(F)c3)c2)cc1	6	6	-45	-1.4	-5	-11	-9	8	1
O=S(=O)(NCc1cn2ccccc2n1)c1cc(F)ccc1F	6	-6	14	0.7	-5	-2	3	10	2
CCc1cc(=O)oc2cc3occ(-c4ccc(OC)c(F)c4)c3cc12	-25	2	3	4.4	-6	19	-5	4	-1
CCSc1nnc(NC(=O)c2cccc(OCc3c(C)noc3C)c2)s1	-28	15	15	-0.6	-13	-2	-3	5	-4
CCOC(=O)c1ccc(N2Cc3ccccc3C2=NC(=O)c2cccs2)cc1	-10	6	24	-0.2	-18	-7	0	8	0
Cc1cnccc1CN(C)Cc1cn(C)nc1-c1cccc(Cl)c1	-8	6	-2	1.0	-7	-4	-12	7	-10
Cc1ccc(-c2nnc(Nc3ccc4c(c3)OCO4)c3ccccc23)cc1S(N)(=O)=O	6	-1	2	0.5	2	-6	8	14	6
CCN(CC)CCCNc1oc(-c2ccc(OC)c(OC)c2)nc1C#N	-12	3	0	-0.3	-5	5	-9	11	0
Cc1ccc(SCc2c(C(=O)N/N=C/c3ccccc3)nnn2-c2nonc2N)cc1	21	.	-35	-1.8	-25	0	-16	8	9
CC(C)Sc1nc(N)c2c3c(sc2n1)CN(C)CC3	-8	0	-27	0.3	-7	-3	16	.	4
COC(=O)c1cn(C(=O)c2ccc(Cl)cc2)c2ccccc12	-33	.	12	-0.5	1	3	-4	9	-3
COc1ccc(NS(=O)(=O)c2cc(NC(=O)Cn3cnc4c3c(=O)n(C)c(=O)n4C)ccc2C)cc1	0	-4	-19	-3.8	-25	3	-10	8	-1
COc1ccc(-c2nnc(SCC(=O)Nc3cc(C)on3)n2C)cc1OC	16	0	-3	0.9	2	3	7	7	3
CC1=NN(c2ccccc2)C(=O)/C1=C\c1c(C)[nH]n(-c2ccccc2)c1=O	-19	0	-18	-1.3	-4	6	-4	6	-1
O=C(Nc1cccc(Cl)c1)C1=Cc2cc(Cl)ccc2OC1	-34	10	-50	-2.2	-22	14[fluorescence artefact?]	-25	-4	0
COc1ccc(CCN(Cc2cc3cc(C)c(C)cc3nc2Cl)C(=O)C2CC2)cc1	-11	-2	0	-0.3	-1	3[fluorescence artefact?]	-36	6	2
O=C(Nc1nc2n(n1)C(c1ccccc1)C=C(c1ccccc1)N2)c1ccco1 (configuration not stated)	-9	-6	9	1.4	4	-2	-4	11	-4
CCCC(=O)Nc1cc(C)c(NC(=O)c2cccs2)cn1	-7	6	-5&11	1.4	-13	1	-9	6&10	-3
c1ccc(-n2nnnc2NCCCN2CCOCC2)cc1	-1	4	25	-1.9	-5	7[fluorescence artefact?]	2	6	-2
CN(C)CCCC(=O)c1ccc2c(c1)OCO2	1	-2	6	2.1	-11	1	1	-1	1
COc1cc(/C=C2\SC(c3ccccc3)=NC2=O)cc(Cl)c1O	2	-1	-48	0.5	1	7	-6	10	5
CN(Cc1cnn(C)c1)Cc1nc(C(c2ccccc2)c2ccccc2)no1	14	-3	16	0.9	-19	1	-9	3	-1

Copied from the list:
`Cn1c(NC(=O)c2ccccc2C(F)(F)F)cc(=O)n(C)c1=O` in EP2 antag = 9
`CCOC(=O)c1ccc(N2Cc3ccccc3C2=NC(=O)c2cccs2)cc1` in EP2 antag = 8

(listing goes on)
SMILES	NPY-Y1 PAM-ag	NPY Y1 blocker	EP2 modulator	S1P4 agonist	S1P4 antagonist	eIF4E-4G inh	NPY2 pot ag	EP2 antag	p97 inhibitor
Cc1ccc(S(=O)(=O)NC(C)(C)CSc2ccccn2)cc1	0	5	17	0.3	2	0	3	10	-3
CCN1C/C(=C/c2ccc(N3CCOCC3)cc2)C(=O)/C(=C/c2ccc(N3CCOCC3)cc2)C1	-7	-1	-1	-1.2	-1	1	17	7	3
O=S(=O)(/N=C(/Sc1ccccc1)c1ccccc1)c1ccccc1	-9	6	-2	0.4	-10	7	-22	16	-4
COc1cc(C2NC(=S)NC(O)(C(F)(F)F)C2C(=O)c2cccs2)cc(OC)c1O (configuration not stated)	11	2	14	-0.3	-2	6	8	12	-2
CCOc1ccc(N2C(=O)CC(SC(=NC)Nc3ccc4c(c3)OCO4)C2=O)cc1 (configuration not stated)	-25	0	1	0.0	15	0	-10	16	1
CCc1nnc(NC(=O)c2ccc(S(=O)(=O)N3CCN(Cc4ccccc4)CC3)cc2)s1	-9	-4	-19	-0.1	-4	-1	-1	3	-4
CCCn1c(CCc2ccccc2)n[nH]c1=S	10	1	31	-1.5	-9	3	-15	9	7
Cc1ccc(C(=O)NC(=O)CSc2ncccc2C(=O)O)cc1	0	6	16	-1.0	-5	3	3	2	3
CC(C)n1c(CN2CCN(Cc3ccccc3)CC2)nc2ccccc21	-13	.	-26	3.8	-6	-3	-11	18	-6
COC(=O)c1onc(-c2c(OC)cc(OC)cc2OC)c1C(=O)OC	-15	-2	-5	-0.7	-18	2	-6	6	-2
CCCN(c1ccc(OCC)cc1)c1ncnc2nc[nH]c12	8	2	-6	1.4	-16	1	-3	11	-6
COc1cccc(N2C(=O)CC(c3c[nH]c4ccccc34)C2=O)c1 (configuration not stated)	3	4	-10	0.6	-7	-1	2	12	2
O=C(OCc1cccs1)c1ccccc1NS(=O)(=O)c1ccc2c(c1)OCCO2	-3	6	12	1.3	-1	7	3	24	1
Cc1nc(-c2cccnc2)sc1C(N)=O	-10	5	35	0.8	-16	3	13	.	4
O=C(NNC(=O)c1cccc(Br)c1)Nc1ccc(Cl)cc1	7	0	-2	0.6	-16	0	16	7	3
Cc1ccc(-n2c(-c3ccc(Br)cc3)c[n+]3c2CCc2ccc4cccnc4c2-3)cc1	-74	54*	-23	-1.9	-8	5	-29	11	3
COc1ccc(C(CC(=O)N2CCCCC2)C(C)C)cc1 (configuration not stated)	14	.	-13	-0.7	5	2	16	5	-2
Cc1nnc(SCc2cc(=O)[nH]c(=S)[nH]2)s1	12	-1	22	-2.1	-22	-1	-7	3	-1
O=C(CCCN1C(=O)c2ccccc2C1=O)Nc1ccccc1	14	.	-26	1.0	-14	-2	5	9	5
CCCc1cc(-c2n[nH]c(=S)n2CC)cs1	-24	12	34	1.5	-5	8	-15	17	3
CC1=C(C(=O)NC(C)C)C2(CCC(C)CC2)OC1=O (configuration not stated)	-22	-2	3	-3.1	-1	2	-3	10	-5
CC(C)S(=O)(=O)N1CCN(c2ccnc3cc(Cl)ccc23)CC1	7	.	-14	0.2	-1	1	18	15	5
C[C@]12CC[C@@H]3c4ccc(O)cc4[C@@H](O)C[C@H]3[C@@H]1CC[C@@H]2O	2	1	22	0.3	-19	0	18	9	5
O=C(NCCn1cc(SCc2ccccc2)c2ccccc21)c1c(F)cccc1F	-32	-3	16	-0.3	-4	2[fluorescence artefact?]	7	10	2
COc1ccc(C2C(C#N)=C(N)OC3=C2C(=O)CCC3)cc1Cn1nc(C)c([N+](=O)[O-])c1C (configuration not stated)	0	2	21	2.6	-7	-4[fluorescence artefact?]	-10	5	3

(next part)
SMILES	NPY-Y1 PAM-ag	NPY Y1 blocker	EP2 modulator	S1P4 agonist	S1P4 antagonist	eIF4E-4G inh	NPY2 pot ag	EP2 antag	p97 inhibitor
CCOC(=O)c1c(C)[nH]c(C(=O)COC(=O)CN2C(=O)C3CCCCC3C2=O)c1C (configuration not stated)	4	-1	-9	-0.5	-13	-4[fluorescence artefact?]	4	6	3
N#Cc1c(-c2ccc(Cl)cc2Cl)nc2n(c1=O)CCS2	10	-1	-11	-0.5	1	-2	-7	14	5
O=C(NNc1cc(Cl)ccc1Cl)c1cccnc1Cl	1	6	-17	-1.3	-13	-2	5	4	3
O=C(CN(C(=O)Cn1nnc(-c2ccccc2F)n1)c1cccc2c1CCCC2)NCc1ccccc1	-5	2	19	-0.2	-3	.	-17	9	-1
CC(=O)Nc1ccc(NC(=O)CN(c2cc(Cl)ccc2Cl)S(C)(=O)=O)cc1	7	-2	0	-0.4	20	2	-6	6	8
COc1ccc(NC(=S)Nc2ccc(N(C)C(C)=O)cc2)cc1	-13	-2	-21	1.0	16	0	-8	3	0
Cc1cc(=O)oc2cc(OCc3ccc(C(=O)OCC(=O)N(C)C4CCS(=O)(=O)C4)cc3)ccc12 (configuration not stated)	7	.	-28	-0.9	13	-4	-6	16	2
CCO[C@H]1OC(C(=O)N2CCN(Cc3ccccc3)CC2)=C[C@@H](C2CCCCC2)[C@@H]1CCCO	-5	0	4	-2.3	-6	3	1	12	-6
O=C(COc1ccccc1)NCC(=O)Nc1cccc(S(=O)(=O)NC2=NCCC2)c1	16	1	7	-1.8	2	-1	7	4	5
CCOC(=O)C1=C(CC)OC(N)=C(C#N)C1c1ccc(OC)cc1OC (configuration not stated)	10	-4	13	0.6	-13	1	6	0	2
Cc1ccc(-c2cc(C(F)F)n3ncc(C(=O)N4CCc5ccccc54)c3n2)cc1	-6	5	-107&-50	0.0	10	4	-4	13&6	-3
O=C(CN1C2CCC1CC(NC(=O)C1CC1)C2)NCc1ccccc1 (configuration not stated)	9	-2	-10	-0.2	-31	-2[fluorescence artefact?]	1	7	4
COCCN1CCn2c(nc3cc(NC(=O)c4cccs4)ccc32)C1	-11	0	-23	3.2	-17	-27	14	0	11
COC(=O)CCn1c(C)cc(C(=O)COc2ccccc2C(N)=O)c1C	-15	0	-45	1.1	-12	0	-2	7	0
Cn1c(SCc2ccccc2F)nc2cccnc21	-19	-11	9	3.8	-9	6[fluorescence artefact?]	-2	9	0
CSc1nc(-c2ccc(Cl)cc2)nn1S(=O)(=O)c1ccccc1	0	5	85*	-0.9	-14	2	13	13	3
O=C(CCCn1c(=S)[nH]c2ccccc2c1=O)NC1CCCC1	16	7	-19	0.6	18	4	-1	4	3
O=C(Cc1noc2ccccc12)Nc1ccccn1	-13	2	20	0.0	-7	-5	1	14	1
CCC1=NN(C(=O)Cc2ccc([N+](=O)[O-])cc2)C(O)(C(C)(C)C)C1 (configuration not stated)	-14	0	17	0.7	7	-3	-11	5	-4
CN(CCc1ccccn1)C(=O)Nc1cc(Cl)cc(Cl)c1	26	.	-48	0.5	-8	2	2	6	2
Cc1ccc(C(=O)COC(=O)c2ccccc2NC(=O)c2ccccc2)cc1[N+](=O)[O-]	-18	6	9	-1.5	-12	-4	-10	8	3
CC(=O)C1=C(O)C(=O)N(CCCn2ccnc2)C1c1ccc(Cl)cc1 (configuration not stated)	3	-3	7&28	2.6	-4	1	-5	6&11	5
CC(=O)n1nc(-c2ccccc2)nc1NCc1cccs1	0	0	-23	-1.5	-7	-3	2	8	0
COc1ccc(/C=C/C(=O)Nc2ccc(C(N)=O)cc2)cc1OC	-4	.	-30	0.2	6	2	6	10	4

Screens as filed in PubChem BioAssay.

An excerpt. The share of hits here may be higher or lower than overall.
